Rpn11 block: Rpn11 (human) deubiquitinase inhibition. O00487. human 26S proteasome, Ub4-pepOG fluorescence polarization; 20S core pre-blocked with epoxomicin. calls only at 20 µM. 360,000 compounds, 0.59% hits. AID 588493;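 active = inhibition at 20 µM, scaled to each plate's controls, above about 33%, limit read from the data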
PABP1 MLLE inh: inhibitors of microRNA-mediated deadenylation, human PABP1 MLLE binding | GST-MLLE / FITC-PAM2 fluorescence polarization | AID 588489 | P11940 | inhibition, % at 20 µM | 360,000 compounds, 0.36% hits; in the data active = inhibition above about 35%, passing the limit was not always enough;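 also: plate controls were DMSO wells with GST-MLLE for no effect and wells lacking GST-MLLE protein for full effect; some results filed as inactive read as strong as hits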
Target sequence (P11940 whole entry, looked up): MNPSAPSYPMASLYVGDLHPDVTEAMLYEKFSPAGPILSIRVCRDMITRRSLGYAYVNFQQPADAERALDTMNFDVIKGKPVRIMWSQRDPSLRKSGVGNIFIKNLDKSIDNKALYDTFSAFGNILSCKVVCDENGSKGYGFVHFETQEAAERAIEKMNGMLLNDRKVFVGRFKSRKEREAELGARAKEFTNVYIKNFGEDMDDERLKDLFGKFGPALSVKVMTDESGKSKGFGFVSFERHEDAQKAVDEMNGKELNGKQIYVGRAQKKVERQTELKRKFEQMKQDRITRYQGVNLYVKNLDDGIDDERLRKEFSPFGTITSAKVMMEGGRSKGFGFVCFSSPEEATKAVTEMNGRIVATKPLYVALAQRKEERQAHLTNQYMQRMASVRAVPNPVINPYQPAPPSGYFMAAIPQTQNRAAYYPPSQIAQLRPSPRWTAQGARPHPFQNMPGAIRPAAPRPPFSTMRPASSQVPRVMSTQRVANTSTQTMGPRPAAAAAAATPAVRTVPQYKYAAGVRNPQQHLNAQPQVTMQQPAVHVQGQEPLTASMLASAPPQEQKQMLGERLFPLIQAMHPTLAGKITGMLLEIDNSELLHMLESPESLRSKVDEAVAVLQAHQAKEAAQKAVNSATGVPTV
MsrA inhibitor: inhibits bovine methionine sulfoxide reductase A; inhibition, % at 15.5 µM; purified bovine MsrA, absorbance read-out; 360,000 compounds, 0.75% hits; in the data active = inhibition above about 4.5%;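 also: 0% = vehicle wells with enzyme and 100% = reference inhibitor wells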
eLon inh: inhibits E. coli Lon protease. P0A9M0. purified E. coli Lon protease, fluorescence polarization. inhibition, % at 7.94 µM. 360,000 compounds, 0.42% hits; in the data active = inhibition above about 13%, passing the limit was not always enough;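 also: 0% = enzyme with probe and DMSO and 100% = no enzyme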
bovine MsrA act: activators of bovine methionine sulfoxide reductase A | purified bovine MsrA, absorbance read-out | activation, % at 10.6 µM | 360,000 compounds, 0.3% hits | AID 602163; in the data active = activation above about 7.5%;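 also: 0% = vehicle and 100% = reference activator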
CSN inh: inhibitors of human CSN-mediated cullin deneddylation | Q92905 | Purified CSN, SCF-Nedd8-OG deneddylation, fluorescence polarization | inhibition, % at 12.5 µM | 360,000 compounds, 0.38% hits | AID 651999;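 active = pattern-corrected inhibition above about 35%, with an unprinted fluorescence ratio check between 0.5 and 1.5, limit read from the data, passing the limit was not always enough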;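 also: 0% = enzyme with substrate and 100% = substrate without enzyme; some results filed as inactive read as strong as hits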
Target sequence (Q92905 whole entry, looked up, one chain of several): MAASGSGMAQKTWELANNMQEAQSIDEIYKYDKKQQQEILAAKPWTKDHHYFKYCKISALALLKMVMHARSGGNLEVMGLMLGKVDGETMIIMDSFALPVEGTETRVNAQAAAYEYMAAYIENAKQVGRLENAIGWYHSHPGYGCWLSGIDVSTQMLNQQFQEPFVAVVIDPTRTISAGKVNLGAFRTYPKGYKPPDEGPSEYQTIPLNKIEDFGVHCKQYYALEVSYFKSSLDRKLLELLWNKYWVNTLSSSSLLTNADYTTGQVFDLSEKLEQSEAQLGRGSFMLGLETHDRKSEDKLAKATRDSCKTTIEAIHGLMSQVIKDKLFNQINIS
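test system = HEK293T-derived human Csn5 enzyme | amount = 0.24 nM Csn5 enzyme, final concentration | medium = Tris/NaCl/DTT buffer, pH 7.5 | schedule = 90 min reaction at room temperature | signal = FP | evaluation = inhibition of Csn5 cleavage, % | compound dosing = single dose of 12.5 µM compound with 0.25% DMSO | probe or stimulus = 10 nM SCFSkp2-Nedd8OG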
Rin1 Abl inh: blocks binding of human Rin1 to Abl; P00519+Q13671; TR-FRET Rin1/Abl binding, biochemical; inhibition, % at 7.35 µM; 360,000 compounds, 0.4% hits; AID 588664; in the data active = inhibition above about 5%, passing the limit was not always enough
FAS TE block: FAS thioesterase (human) inhibition. recombinant FAS-TE, OMFH fluorogenic substrate, fluorescence endpoint. P49327. 360,000 compounds, 0.67% hits. AID 602261. inhibition, % at 15 µM;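 active = compounds whose normalised, plate-corrected inhibition of enzyme fluorescence in the single-dose primary screen is 50% or more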;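 also: 0% = DMSO with enzyme and 100% = substrate without enzyme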
MT1-MMP act inh: inhibitors of human MT1-MMP activation | P50281 | HT1080 RFP-PRO-GFP cells, GFP/RFP ratio fluorescence, overnight; percent of plate control window, DMSO zero | GFP/RFP ratio change, % at 20 µM | 360,000 compounds, 0.061% hits;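 active = GFP/RFP ratio change of at least 30% with cell ATP level not reduced by more than half and red fluorescence within 50% of control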; also: strong numbers were not always called active
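Material: RFP-PRO-GFP reporter HT1080 cells. Dosing: single-point 20 µM compound, 1% DMSO. Controls: DMSO and RFP-L50D-GFP cell wells. Timing: cells overnight before dosing, compound overnight, 37 °C, 5% CO2. Measure: GFP/RFP fluorescence ratio.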
* = called active by the depositor; i = inactive; . = no result given; + = active, no number.

SMILES | Rpn11 block | PABP1 MLLE inh | MsrA inhibitor | eLon inh | bovine MsrA act | CSN inh | Rin1 Abl inh | FAS TE block | MT1-MMP act inh
N#Cc1c(NC(=O)C2CCCO2)sc2c1CCCCCC2 (centres undefined) | i | 5 | -0.7 | -5 | -6 | -2 | 0 | 1 | 2
O=C(CN1CCOc2ccccc21)NCc1ccc(F)cc1 | i | -13 | 1.1 | 2 | -2 | 0 | -3 | -2 | 0
O=c1[nH]c(=O)n(C2C[C@H](O)[C@@H](CO)O2)cc1C(F)(F)F (some centres undefined) | i | -1 | -0.6 | -8 | -1 | -2 | 3 | 1 | -5
CC(=O)Nc1sc2c(c1C(c1cccs1)N1CCOCC1)CCCC2 (centres undefined) | i | 23 | 0.5 | -14 | 0 | 4 | 4 | 9 | -6
Cc1c(N2C(=O)/C(=C\c3ccccc3O)SC2=S)c(=O)n(-c2ccccc2)n1C | i | 22 | 3.6 | -6 | 1 | -1 | -2 | -4 | -2
COc1ccc(-c2c(C)sc(NC(=O)c3ccnn3C)c2C#N)cc1 | i | 9 | 1.2 | -10 | -4 | -2 | -4 | -8 | -9
O=C(CCN1C(=O)/C(=C\c2cccc(Br)c2)SC1=S)NCCCN1CCOCC1 | i | 20 | -0.4 | -14 | -2 | 4 | 0 | 0 | 1
Nc1nnc(SCCCOc2ccc(F)cc2)s1 | i | -12 | -0.6 | -2 | -5 | 0 | 3 | -8 | 3
COc1ccccc1CN1C[C@@H]2C[C@@H](c3cccc(O)c3)N3CCC[C@@]23C1=O | i | -16 | 0.0 | -6 | 0 | 7 | -2 | -4 | -4
CCn1c(Cc2ccccc2)nnc1SCC(=O)NC(C)(C)C | i | -1 | . | 15 | -4 | 1 | -1 | -7 | 1

Reprinted from the part before: 5 entries, then new ones.
SMILES | Rpn11 block | PABP1 MLLE inh | MsrA inhibitor | eLon inh | bovine MsrA act | CSN inh | Rin1 Abl inh | FAS TE block | MT1-MMP act inh
COc1ccc(-c2c(C)sc(NC(=O)c3ccnn3C)c2C#N)cc1 | i | 9 | 1.2 | -10 | -4 | -2 | -4 | -8 | -9
O=C(CCN1C(=O)/C(=C\c2cccc(Br)c2)SC1=S)NCCCN1CCOCC1 | i | 20 | -0.4 | -14 | -2 | 4 | 0 | 0 | 1
Nc1nnc(SCCCOc2ccc(F)cc2)s1 | i | -12 | -0.6 | -2 | -5 | 0 | 3 | -8 | 3
COc1ccccc1CN1C[C@@H]2C[C@@H](c3cccc(O)c3)N3CCC[C@@]23C1=O | i | -16 | 0.0 | -6 | 0 | 7 | -2 | -4 | -4
CCn1c(Cc2ccccc2)nnc1SCC(=O)NC(C)(C)C | i | -1 | . | 15 | -4 | 1 | -1 | -7 | 1
COC(=O)C(CC(C)C)NC(=O)CSc1nc(-c2ccccc2)c(C#N)c(=O)[nH]1 (centres undefined) | i | 0 | -0.3 | -3 | -2 | -4 | 0 | -1 | -1
O=C(CCS(=O)(=O)c1ccccc1)N1CCN(c2cccc(C(F)(F)F)c2)CC1 | i | 4 | -2.0 | -2 | -3 | 3 | 2 | 9 | -4
Cc1cc(C)c(S(=O)(=O)N2CCN(CCO)CC2)c(C)c1 | i | 2 | 0.1 | 1 | -2 | -5 | -1 | -5 | 1
Cc1nn(-c2ccccc2)c(Cl)c1/C=N/Nc1nc2ccccc2[nH]1 | i | -26 | 0.9 | 0 | -1 | 4 | 1 | -2 | 6
O=c1[nH]c2ccccc2nc1/C=C(\O)C(F)F | i | -39 | -0.3 | -32 | -4 | 7 | -4 | -16 | -3
Nc1nc(SCc2ccccc2)[nH]c(=O)c1-c1ccccc1 | i | -9 | 0.2 | 5 | -2 | -1 | -1 | -6 | 5
O=C(N/N=C/C=C/c1ccccc1)C(O)c1ccccc1 (centres undefined) | i | 9 | 0.2 | -12 | -5 | -2 | 0 | -6 | 3
CN1C[C@@H]2[C@@H]3C(=O)N(C)C(=O)[C@@H]3[C@](C)(C1=O)N2C(=O)c1ccc(Cl)cc1 | i | -2 | 1.1 | 10 | -2 | 3 | 3 | -10 | 9
CC(=O)N1CCN(C(c2ccccc2)c2nnnn2C(C)(C)C)CC1 (centres undefined) | . | . | -0.4 | -2 | -2 | 2 | . | -14 | 2
Cc1ccc(C2CC(=O)C=C(Nc3ccc(Cl)cc3)C2)cc1 (centres undefined) | + | -1 | 0.0 | -7 | 4 | 3 | 3 | -10 | -2
CCN(CC)S(=O)(=O)c1cccc(NC(=O)COc2ncnc3sccc23)c1 | i | -2 | 0.3 | 5 | -9 | 0 | 3 | -3 | 5
CC1=CC2=NC(=O)/C(=C\c3cccn3CCOc3cc(C)cc(C)c3)C(=N)N2O1 | i | 3 | 0.9 | 7 | 1 | 0 | 2 | 31 | -9
O=C(NCCN1CCOCC1)NC1(C(F)(F)F)Oc2ccccc2O1 | i | 6 | -0.1 | -1 | -3 | -2 | 5 | -6 | 4
O=C(O)c1ccc(CN(c2ccccn2)S(=O)(=O)c2ccccc2)cc1 | i | 20 | 0.9 | -19 | -1 | 3 | -1 | -4 | 2
COc1ccc(N2C(=O)CCC2(C#N)c2ccc(Br)cc2)cc1 (centres undefined) | i | 11 | 1.4 | 8 | 1 | 1 | 4 | -6 | 1
CC(C)CN(C(=O)COC(=O)C12CC3CC(CC(O)(C3)C1)C2)c1c(N)n(Cc2ccccc2)c(=O)[nH]c1=O | i | -6 | 0.0 | -6 | -6 | -3 | -3 | 7 | -3
Cc1ccnc(SCC(=O)N2CCCc3ccccc32)n1 | i | -4 | -0.1 | -1 | 0 | 6 | 1 | -4 | 2
O=C(COC(=O)/C=C/c1ccc(Cl)cc1)Nc1ccc2c(c1)OCCO2 | i | -8 | -0.9 | -9 | -1 | -1 | 0 | 0 | 2
CCCCNC(=O)N1CCCC(C(=O)c2cc(C)c(OC)c(C)c2)C1 (centres undefined) | i | -3 | -0.4 | 0 | -3 | -2 | 4 | -3 | -1
Cc1ccc(NC(=O)CSc2nc(=O)n(CCN(C)C)c3c2CCCC3)c(C)c1 | i | 15 | -0.2 | -6 | -2 | -2 | -3 | -6 | -6
CCCn1nc(C(=O)OCn2nnc3ccccc3c2=O)c2ccccc2c1=O | i | 2 | -0.8 | -4 | -2 | -3 | -4 | 15 | 4
CCOC(=O)c1csc(NC(=O)c2ccc(S(=O)(=O)N(C)C)cc2)n1 | i | -4 | 1.2 | 2 | -2 | 6 | 0 | -3 | -3
O=C(C1CCCN1S(=O)(=O)c1ccc(Cl)c(Cl)c1)N1CCOCC1 (centres undefined) | i | 8 | -0.8 | -11 | -2 | -1 | 5 | -4 | -2
CCCCN(S(=O)(=O)c1ccccc1)S(=O)(=O)c1ccccc1 | i | -6 | -0.5 | 9 | 0 | -2 | -3 | 24 | 1
CCOC(=O)CCCCC(=O)NC(CO)C(=O)NC (centres undefined) | i | 3 | -0.1 | 12 | -2 | -4 | -5 | -1 | -2
CCc1ccc(NC(=O)CN2C(=O)COc3ccc(S(=O)(=O)N4CCCC4)cc32)cc1 | i | 5 | -0.4 | -5 | 2 | 0 | -4 | 35 | -1
NC(=O)C1CCN(C(=O)N2c3ccccc3Sc3ccccc32)CC1 | i | 3 | 1.4 | 1 | 0 | 4 | -1 | -2 | 0
CCN1CCc2nc3ccccc3c(C(=O)Nc3ccc(NC(C)=O)cc3)c2C1 | i | -5 | 0.5 | -6 | -5 | 4 | 2 | -6 | -2
CCOc1ccc(Oc2c(/C=N/NC(C)=O)c(C)nn2-c2ccccc2)cc1 | i | 10 | 2.0 | 11 | -9 | -2 | -2 | 5 | -7
OC[C@@H]1CN(Cc2ccc(-c3ccccc3)cc2)C[C@H](n2cnc3c(NC4CC4)ncnc32)O1 | i | 8 | -1.5 | -3 | -1 | -2 | 26* | -2 | -4
Cc1ccc(C)c(NC(=O)CSc2nnc(CCNC(=O)OC(C)(C)C)o2)c1 | i | 3 | 0.5 | -10 | -12 | 0 | -2 | -5 | 3
CCOc1ccc(OCC)c(NC(=O)CCn2cccc2)c1 | i | -2 | -1.1 | -1 | 1 | 4 | 0 | 0 | 0
CCOC(=O)c1nn(-c2ccccc2F)c(C)c1C(C)=O | i | -10 | 0.1 | -4 | 0 | 0 | -1 | 0 | -4
Cc1ccc(NC(=S)NCc2ccccc2)c(C)c1 | i | -26 | 0.1 | 0 | 0 | 4 | 5 | 1 | -3
Cc1ccc(-c2cc(C(=O)O)n[nH]2)o1 | i | 7 | -0.8 | 4 | -2 | -5 | -1 | -11 | 1
CCOc1cc(/C=N/n2c(C)nnc2C)ccc1O | i | 14 | 2.0 | 2 | -6 | -2 | 0 | -6 | 5
COc1cc2ccccc2cc1C(=O)N1CCOCC1 | i | -3 | -0.4 | -6 | -3 | 0 | 2 | 0 | 2
CN1CCN(/N=C/c2ccc(C#N)cc2)CC1 | i | 7 | 3.8 | -4 | -1 | -9 | -3 | -7 | 0
O=C(NCCCc1ccc(F)cc1)C1CCC(=O)N(CC2CCCCC2)C1 (centres undefined) | i | 14 | -0.2 | 11 | -9 | 4 | -3 | -2 | 3
CCCCNC(=O)CNC(=S)N(Cc1ccccc1)Cc1cccnc1 | i | -110 | -0.6 | -4 | -3 | 2 | -1 | -7 | -1
Cc1cccc(OCCCN2CCCCCC2)c1 | i | 2 | 0.5 | -1 | -4 | 0 | 4 | -7 | 5
COc1cccc(-c2ccc(=O)n(CC(=O)Nc3ccc(C(=O)N4CCCC4)cc3)n2)c1 | i | 3 | -0.2 | -9 | -1 | 1 | -1 | -6 | 2
O=C(CN(Cc1ccco1)C(=O)c1nsc(Cl)c1Cl)NC1CCCCC1 | i | 14 | -1.0 | -3 | -9 | 8 | 3 | 1 | 1
COc1ccc([C@@H]2C[C@H](c3ccccc3)Oc3cc(C)cc(C)c32)cc1 | i | -5 | 2.1 | -1 | -3 | 3 | 1 | 22 | 2
CC(=O)Oc1c(Sc2ccccc2[N+](=O)[O-])c(C)nn1C(C)(C)C | i | 13 | 2.0 | 11 | -11 | -7 | 1 | -7 | 2
O=C(NCc1cccnc1)c1ccc(CN2CCc3ccccc3C2)cc1 | i | 12 | 2.3 | -5 | -1 | -2 | 2 | -7 | -1
CC1CCCC(C)N1C(=O)Cn1c(=O)sc2ccccc21 (centres undefined) | i | 4 | -0.7 | -6 | 1 | -3 | -2 | -2 | -3
NS(=O)(=O)c1ccc(CCNC(=O)CSc2nc3ccccc3c(=O)n2CCN2CCOCC2)cc1 | i | 6 | -0.4 | 0 | 0 | -5 | 3 | -8 | -1
CN(C(=O)CSc1cn(CC(=O)N2CCOCC2)c2ccccc12)c1ccccc1 | i | 22 | -0.9 | 3 | -2 | 1 | 2 | -9 | -1

Structures listed so far that bear a hit mark in Rin1 Abl inh:
molecule	Rpn11 block	PABP1 MLLE inh	MsrA inhibitor	eLon inh	bovine MsrA act	CSN inh	Rin1 Abl inh	MT1-MMP act inh
OC[C@@H]1CN(Cc2ccc(-c3ccccc3)cc2)C[C@H](n2cnc3c(NC4CC4)ncnc32)O1	i	8	-1.5	-3	-1	-2	26*	-4

Source: PubChem BioAssay (several laboratories)
